Screening data deposited in PubChem BioAssay by several laboratories.
Jurkat tox 60K = cytotoxicity toward Jurkat T cells, primary screen, cytotoxicity control, cell-based, Jurkat E6.1, 60K MLSMR library; Jurkat E6.1 viability, ATP luminescence, 48 h; inhibition, % at 4 µM; 1.2% of 56,000 active;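 active means inhibition above the mean inhibition of all tested compounds plus 3 SD, cut at about 28% in these data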
HTR1E antagonist = 5-HT1E receptor antagonists, primary screen, cell-based, HTS. 5-hydroxytryptamine receptor 1E (Homo sapiens), P28566. CHO 5-HT1E Ga15 NFAT-bla reporter, FRET, antagonist. inhibition, % at 6 µM. 0.99% of 65,000 active;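 active means inhibition above a set limit, the mean inhibition across every tested compound plus 3 SD, cut at about 29% in these data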;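 further: signal is the 460 over 535 nm emission ratio of beta-lactamase substrate; 0% = agonist plus DMSO wells and 100% = wells without agonist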
D1 allo mod = D1 CRE-luciferase signal change, two-sided – cell-based, HEK293 D1, dopamine EC30, D1 allosteric modulator project, primary screen; dopamine EC30 potentiation; actives deviate in either direction; B-score at 10 µM; 5.9% of 58,000 active; AID 641, 2007;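 active means luminescence count or its row- and column-corrected plate score outside the 99.7% band of the plate's sample wells, on either side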
Target sequence (P21728 whole entry, looked up): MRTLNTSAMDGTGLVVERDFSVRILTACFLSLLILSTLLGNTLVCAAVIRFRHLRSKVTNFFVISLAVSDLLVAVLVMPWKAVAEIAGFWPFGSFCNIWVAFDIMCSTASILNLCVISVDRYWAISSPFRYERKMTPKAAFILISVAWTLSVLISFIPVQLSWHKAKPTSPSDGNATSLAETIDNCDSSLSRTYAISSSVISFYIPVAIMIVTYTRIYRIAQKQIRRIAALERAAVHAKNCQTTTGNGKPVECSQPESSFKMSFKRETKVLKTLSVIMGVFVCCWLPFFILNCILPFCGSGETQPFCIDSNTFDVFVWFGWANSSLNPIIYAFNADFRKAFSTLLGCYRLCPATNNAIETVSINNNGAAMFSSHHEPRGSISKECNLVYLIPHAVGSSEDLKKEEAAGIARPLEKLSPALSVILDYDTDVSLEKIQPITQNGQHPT
S1P3 agonist = human S1P3 receptor agonists, primary screen, cell-based, primary and confirmation, NFAT-BLA reporter. Sphingosine 1-phosphate receptor 3 (Homo sapiens), Q99500. 0.1% of 60,000 active. activation, % at 4.5 µM. S1P3 NFAT-BLA reporter cells, agonism, FRET ratio; relative to 1 µM S1P, basal subtracted;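 active means activation above the screen-wide mean plus 3 SD, cut at about 4.5% in these data, passing the limit was not always enough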; further: some compounds called inactive have numbers as strong as hits
Target sequence (Q99500 whole entry, looked up): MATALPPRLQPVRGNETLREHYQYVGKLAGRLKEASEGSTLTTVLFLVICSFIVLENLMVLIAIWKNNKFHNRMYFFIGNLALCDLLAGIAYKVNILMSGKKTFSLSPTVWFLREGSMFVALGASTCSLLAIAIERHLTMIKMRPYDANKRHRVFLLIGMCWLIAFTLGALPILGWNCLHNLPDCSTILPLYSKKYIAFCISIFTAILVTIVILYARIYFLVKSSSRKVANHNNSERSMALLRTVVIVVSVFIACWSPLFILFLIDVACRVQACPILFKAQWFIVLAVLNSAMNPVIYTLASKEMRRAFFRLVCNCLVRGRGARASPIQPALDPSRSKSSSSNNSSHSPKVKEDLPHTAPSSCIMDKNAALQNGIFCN
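Assay system: stable CHO line with human S1P3, Gα16, NFAT-BLA reporter; Detection: FRET β-lactamase substrate fluorescence, excitation 405 nm, 460/535 nm emission ratio, background-subtracted; Read-out: percent activation versus median 1 µM S1P response, basal-subtracted, per plate; Incubation: cells plated overnight, compound 4 h 37 °C, substrate 2 h RT.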
HTR1A agonist = human 5-HT1a receptor agonists, primary screen, cell-based, CHO, Ga15 NFAT-bla reporter; 5-hydroxytryptamine receptor 1A (Homo sapiens), P08908; CHO 5-HT1a Ga15 NFAT-bla reporter, FRET ratio; 0% basal, 100% maximal reference agonist; activation, % at 10 µM; 0.56% of 65,000 active;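 active means activation above the screen-wide mean activation plus 3 SD, cut at about 19% in these data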;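 further: 0% = DMSO wells and 100% = 5-CT at EC100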
HEK293 NFkB inh = inhibitors of PMA/ionomycin-induced NF-kB reporter, primary screen, antigen receptor NF-kB inhibitor project, cell-based, HEK-293 luciferase reporter, luminescence | HEK-293 NF-kB luciferase reporter | inhibition, % at 3 µM | 0.21% of 62,000 active;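 active means inhibition above the mean of all tested compounds plus 3 SD, cut at about 40% in these data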;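 further: 0% = stimulated DMSO wells and 100% = 10 µM reference inhibitor 5653914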
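Signal: luciferase luminescence; Material: HEK-293 cells with stable firefly luciferase reporter driven by four HIV NF-kB elements; Probe or stimulus: PMA with ionomycin; Replication: tested once; Times: 1 h compound pretreatment, then 16 h stimulation at 37 °C, 5% CO2; Benchmarks: DMSO and 10 µM reference inhibitor; Evaluation: per-plate % inhibition versus controls.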
HTR1E agonist = 5-HT1E receptor agonists, primary screen, cell-based, HTS; 5-hydroxytryptamine receptor 1E (Homo sapiens), P28566; CHO 5-HT1E Ga15 NFAT-bla reporter, FRET; 0% DMSO wells, 100% control agonist wells; activation, % at 6 µM; 0.69% of 65,000 active;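 active means activation above a set limit, the screen-wide mean activation plus 3 SD, cut at about 8.5% in these data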;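 further: 100% = positive control agonist at 1 µM giving full maximal response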
S1P1 ag-PAM = S1P1 agonists and agonism potentiators, primary screen, cell-based, primary and confirmation screens, CRE-bla reporter | S1P1 CRE-bla cells, forskolin, beta-lactamase FRET, potentiator mode; S1P1 agonist co-added at EC20, 2 nM; 100% = saturating reference agonist, 0% = basal | activation, % at 9.5 µM | 0.57% of 56,000 active | AID 449, 2006;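 active means activation above a cutoff set at the mean activation of all tested compounds plus 3 SD, cut at about 54% in these data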;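 further: forskolin at 4 µM as EC80 and the EC20 agonist is SEW2871; 100% = SEW2871 at its EC100 plus forskolin at EC80; some compounds past the cut are filed as inactive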
5HT1a antag = human 5-HT1a receptor antagonists, primary screen, cell-based, CHO, Ga15 NFAT-bla reporter | 5-hydroxytryptamine receptor 1A (Homo sapiens), P08908 | CHO 5-HT1a Ga15 NFAT-bla reporter, antagonist mode | inhibition, % at 10 µM | 0.68% of 62,000 active;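 active means inhibition above the mean of all tested compounds plus 3 SD, cut at about 43% in these data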;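 further: receptor stimulated by 5-CT agonist at 100 nM near EC80; beta-lactamase reporter measured by ratiometric fluorescence of a cleavable substrate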
* = called active by the depositor; / = not tested or not shown.

SMILES	Jurkat tox 60K	HTR1E antagonist	D1 allo mod	S1P3 agonist	HTR1A agonist	HEK293 NFkB inh	HTR1E agonist	S1P1 ag-PAM	5HT1a antag
COc1ccc2c(c1)Sc1ccccc1N2CCN(C)C	0	-4	-1.7	-0.9	-1.4	19	2.1	2	1
COc1ccccc1Cn1c(=O)c2ccccc2n2c(SCc3csc(C)n3)nnc12	/	-2	0.63	/	2.1	17	1.9	/	-24
CCCOc1ccc(N2C(=O)CC(N3CCCC(C(=O)N4CCCC4)C3)C2=O)cc1 (stereo not drawn)	6	15	-0.43	-1.4	-2.5	4	0.6	-7	-3
O=C(Cn1nc(Cc2cccnc2)c2ccccc2c1=O)NCc1ccc2c(c1)OCO2	8	-6	0.0052	-0.5	-2.5	22	0.4	-20	2
C=CCNc1nc(-c2ccc(OC)cc2OC)cs1	-6	-5	/	0.2	-1.5	-8	0.1	7	4
CN1CCN(CCC(=O)Nc2ccccc2Cl)CC1	-1	-2	/	-0.5	1.8	15	-0.4	/	2
CCOC(=O)c1c(C)nc(-c2ccccc2)nc1NC(C)=O	-9	5	0.58	-0.6	-1.1	-7	-0.7	-29	4
C=CCn1c(COc2ccccc2)nnc1SCC(=O)C(C)(C)C	3	-2	0.5	-0.9	-3.3	2	0.7	-19	-10
CCc1ccc2c(COC(=O)c3n[nH]c4ccccc34)cc(=O)oc2c1	12	12	-0.53	-0.3	-1.7	6	0.1	62	-10
CCn1c(SCC(=O)N2CCCC2)nc2c(c1=O)SC(C)C2 (stereo not drawn)	1	-8	0.55	0.0	0.2	2	1.1	-1	-5
CC(=O)Nc1ccc(S(=O)(=O)Nc2ccc(S(=O)(=O)N3CCCCCC3)cc2)cc1	1	-5	0.0044	0.1	1.5	6	1.2	1	-2
Cc1ccc2cc(C(c3nnnn3CC3CCCO3)N3CCc4ccccc4C3)c(=O)[nH]c2c1 (stereo not drawn)	-2	5	0.06	-0.9	-2.1	2	-0.9	15	13
COc1ccccc1OCCC(=O)OCCN1C(=O)c2ccccc2C1=O	4	11	/	0.4	-2.6	10	0.6	-17	-14
O=C(CCN1C(=O)C2C3C=CC(C3)C2C1=O)NCCc1ccccc1 (stereo not drawn)	0	1	0.24	-0.1	-2.3	-11	-0.5	-14	-8
CCOC(=O)N1CCC(NC(=O)c2cc(S(=O)(=O)N3CCC4(CC3)OCCO4)ccc2F)CC1	16	-8	-0.79	0.4	-1.0	0	0.1	6	-17
CCCCOC(=O)C1=C(C)Nc2ncnn2C1c1ccc(OC)c(OC)c1 (stereo not drawn)	5	10	0.77	-1.2	-2.0	8	0.1	-13	6
COc1ccc(-n2c(SCc3nnc(-c4ccccc4)o3)nnc2-c2ccccc2)cc1	-2	-15	/	1.2	1.1	-3	0.3	-15	2
COc1ccc2c(c1)CCc1c(C(=O)Nc3cc(C)n(Cc4ccc(Cl)cc4)n3)noc1-2	3	-10	-0.027	-0.9	-2.9	13	1.8	21	-9
Cc1cccc(-n2ncc3c(N(CCO)CCO)ncnc32)c1	4	-6	-0.84	-1.2	-0.7	-7	-0.2	-16	-2
COc1ccc(C2(C(F)(F)F)NC(=O)N(C)C(=O)N2C)cc1 (stereo not drawn)	/	-5	-0.56	/	-1.0	13	-0.3	/	4

5 structures out of the list, sorted by count of non-hydrogen atoms, falling:
SMILES	Jurkat tox 60K	HTR1E antagonist	D1 allo mod	S1P3 agonist	HTR1A agonist	HEK293 NFkB inh	HTR1E agonist	S1P1 ag-PAM	5HT1a antag
COc1ccc2c(c1)CCc1c(C(=O)Nc3cc(C)n(Cc4ccc(Cl)cc4)n3)noc1-2	3	-10	-0.027	-0.9	-2.9	13	1.8	21	-9
O=C(CCN1C(=O)C2C3C=CC(C3)C2C1=O)NCCc1ccccc1 (stereo not drawn)	0	1	0.24	-0.1	-2.3	-11	-0.5	-14	-8
Cc1cccc(-n2ncc3c(N(CCO)CCO)ncnc32)c1	4	-6	-0.84	-1.2	-0.7	-7	-0.2	-16	-2
COc1ccc(C2(C(F)(F)F)NC(=O)N(C)C(=O)N2C)cc1 (stereo not drawn)	/	-5	-0.56	/	-1.0	13	-0.3	/	4
CN1CCN(CCC(=O)Nc2ccccc2Cl)CC1	-1	-2	/	-0.5	1.8	15	-0.4	/	2

Next part:
SMILES	Jurkat tox 60K	HTR1E antagonist	D1 allo mod	S1P3 agonist	HTR1A agonist	HEK293 NFkB inh	HTR1E agonist	S1P1 ag-PAM	5HT1a antag
Cc1cc(Oc2ccc(=O)n(C)n2)nc(Oc2ccc(=O)[nH]n2)n1	3	8	0.11	-0.4	-3.0	-1	-0.3	-2	-8
CCCCn1c(C(C)NC(=O)c2cccs2)nc2ccccc21 (stereo not drawn)	/	2	-0.19	/	-1.5	17	-0.9	/	7
O=C(Oc1cccnc1)c1ccc(Cl)cc1	-7	4	/	-0.5	-3.2	9	0.8	-7	-9
CCOC(=O)Cc1csc(NC(=O)c2ccco2)n1	8	0	-0.25	-0.3	-1.1	-8	0.8	/	-12
Cc1nc(N2CCN(c3ccccc3)CC2)nc2c1C(=O)CC(C)C2 (stereo not drawn)	-8	-1	0.11	-0.6	-1.1	17	-0.5	2	-16
Clc1ccc(COn2nnc3ccccc32)c(Cl)c1	6	3	-0.19	-0.1	-2.4	45*	-0.1	18	8
O=C(COC(=O)c1ccc(NS(=O)(=O)c2ccc3c(c2)OCCO3)cc1)NCC1CCCO1 (stereo not drawn)	-5	-9	-0.21	1.3	1.8	8	0.3	18	8
Cc1cc(C)n(-c2nncn2/N=C/c2ccccc2F)n1	4	12	-0.14	-1.3	-1.9	16	-1.6	7	55*
O=C(CCCn1c(=O)c2sccc2n(CC(=O)NCc2ccco2)c1=O)NCc1ccco1	1	7	-0.07	-0.3	-1.6	26	-0.6	15	-4
CCOC(=O)c1c(-c2ccc(C)o2)csc1NC(=O)CSc1nncs1	4	-11	2.2	-0.8	-1.8	4	0.4	-22	-15
O=C(NCCO)c1cccc(S(=O)(=O)N2CCCCC2)c1	-2	3	-0.19	0.0	0.1	20	-0.5	3	10
CCN1C(=O)C2C(c3ccc(O)c(OC)c3)NC(C)(C(=O)OC)C2C1=O (stereo not drawn)	-1	-14	/	-0.3	-0.4	11	0.3	-2	-16
C=CCn1c(SCc2c(F)cccc2Cl)nnc1-c1ccco1	4	-8	0.028	-0.5	2.5	18	0.6	-9	21
Cc1ccnn2c(-c3ccccc3)c3c(=O)n(C)c(=O)n(C)c3c12	-1	-1	9.1*	-0.4	0.5	16	-0.4	-8	-12
O=C1CC(C(=O)N(CC2CCCO2)C(C(=O)NC2CCCCC2)c2ccncc2)CS1 (stereo not drawn)	0	-4	/	0.0	-2.0	2	-0.5	-6	3
CC1Cc2nc(SCC(=O)Nc3ccc4c(c3)OCO4)n(CCc3ccccc3)c(=O)c2S1 (stereo not drawn)	-2	-2	/	-1.2	0.6	20	-0.8	19	-1
CN1C(=O)c2c(sc3c2CC(C)(C)SC3)N2CCN=C12	2	-8	0.12	-0.4	-0.6	17	1.5	-12	-16
Cc1ccc2cc3c(NC(=O)CC(C)C)nn(C)c3nc2c1	4	9	/	-1.1	0.3	9	1.1	-17	5
Cc1cc(=O)[nH]c2c1c(=O)[nH]n2C1CC(C)N(C)CC1C (stereo not drawn)	3	-2	0.019	-0.6	-0.4	9	-0.1	-34	-16
Cc1ccc(OCC(=O)Nc2nnn(C)n2)c(C)c1	-6	-1	-2	-0.7	3.0	4	0.0	12	-1

Given with values under each structure: three of the compounds above
Fields – Jurkat tox 60K, HTR1E antagonist, D1 allo mod, S1P3 agonist, HTR1A agonist, HEK293 NFkB inh, HTR1E agonist, S1P1 ag-PAM, 5HT1a antag
- Cc1ccc2cc3c(NC(=O)CC(C)C)nn(C)c3nc2c1
 : 4, 9, /, -1.1, 0.3, 9, 1.1, -17, 5
- Cc1cc(=O)[nH]c2c1c(=O)[nH]n2C1CC(C)N(C)CC1C (stereo not drawn)
 : 3, -2, 0.019, -0.6, -0.4, 9, -0.1, -34, -16
- Cc1ccc(OCC(=O)Nc2nnn(C)n2)c(C)c1
 : -6, -1, -2, -0.7, 3.0, 4, 0.0, 12, -1

3 entries already listed, ordered by their value in 5HT1a antag, ascending:
SMILES | HTR1E antagonist | D1 allo mod | S1P3 agonist | HTR1A agonist | HEK293 NFkB inh | HTR1E agonist | S1P1 ag-PAM | 5HT1a antag
CCOC(=O)c1c(-c2ccc(C)o2)csc1NC(=O)CSc1nncs1 | -11 | 2.2 | -0.8 | -1.8 | 4 | 0.4 | -22 | -15
O=C(CCCn1c(=O)c2sccc2n(CC(=O)NCc2ccco2)c1=O)NCc1ccco1 | 7 | -0.07 | -0.3 | -1.6 | 26 | -0.6 | 15 | -4
O=C1CC(C(=O)N(CC2CCCO2)C(C(=O)NC2CCCCC2)c2ccncc2)CS1 (stereo not drawn) | -4 | / | 0.0 | -2.0 | 2 | -0.5 | -6 | 3

Further entries:
SMILES	Jurkat tox 60K	HTR1E antagonist	D1 allo mod	S1P3 agonist	HTR1A agonist	HEK293 NFkB inh	HTR1E agonist	S1P1 ag-PAM	5HT1a antag
CCOC(=O)C(CC)Sc1nc(-c2ccc(OC)cc2)nc2c1c(=O)n(C)c(=O)n2C (stereo not drawn)	2	4	-0.59	-0.2	-2.5	11	0.2	8	17
CCOC(=O)C(Cc1ccccc1)NC(=O)Cn1nnc(-c2ccccc2)n1 (stereo not drawn)	13	-9	-0.43	-2.2	-7.5	9	0.1	-21	-1
Cc1cc(=O)[nH]c(SCCOc2ccc(OC(C)C)cc2)n1	5	-11	-1.2	-1.2	-2.5	2	0.9	9	-2
C(=C\c1ccccc1)/C=N/n1cnnc1	-1	2	-0.084	-1.3	-3.7	16	-0.9	-2	1
Cc1ccc(Cn2c3ccccc3c3cn[nH]c(=O)c32)cc1	-2	10	3.2	1.6	-0.1	12	-0.6	-14	1
CCOC(=O)CSc1cc(=O)n(C)c2cc(Cl)ccc12	-2	-4	-0.12	-0.3	-1.9	11	-0.5	-16	-8
O=C(OCC(=O)N1CCOCC1)c1ccc2c(c1)OCCO2	-7	-8	/	0.2	-1.9	12	-0.6	-9	13
COC(=O)Cc1csc(N)n1	-2	0	0.054	-0.3	0.9	10	-0.8	-4	5
O=C(Nc1ccc(Cl)cc1)Nc1ccc(N2CCOCC2)cc1	-6	0	-0.46	-1.3	-0.5	-2	-0.1	/	2
CC(C)c1ccc(NC(=O)c2cccnc2)cc1	1	-1	/	-0.2	-1.8	-24	-0.2	-14	3
CCNC(=O)Cn1cnc2c1c(=O)n(C)c(=O)n2C	-3	-10	-0.36	0.0	0.1	10	-0.2	-18	-1
